Screening results (PubChem)
PLK1 PBD block = qHTS for Inhibitors of PLK1-PDB (polo-like kinase 1 - polo-box domain): Primary Screen | hit rate 2.8% among 360,000 | Potency, µM, for inactives: max response, negative = inhibition, actives largely listed as inhibitors | Plk1 PBD binding of FITC phosphopeptide, fluorescence polarization; further: potency means the concentration at half of the fitted maximal effect; series mostly up to about 57 µM; on the % scale 0 is the no-effect control and ±100 the full control effect; nearly all actives have a fitted effect of over 65% in size
HEK293 tox = qHTS of GLP-1 Receptor Inverse Agonists: Cytotox Screen; HEK293 cAMP-luciferase reporter cells, luminescence, 24 h; Potency, µM (series often up to 38.3 µM), for the others: at the highest dose activity change, negative = inhibition, usual class: inhibitors; hit rate 0.13% among 410,000; AID 624418, 2012;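 further: loss of luciferase light is scored as toxicity; potency means the concentration at half of the fitted maximal effect; on the % scale 0 is the no-effect control and ±100 the full control effect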
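Luminescence readout: signal drop marks cytotoxicity. Plated cells grew 12 h at 37 °C, 5% CO2, received 23 nL compound for 24 h, then got luciferase reagent, read after 12 min at RT.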
GLP1R ag = qHTS of GLP-1 Receptor Agonists | Glucagon-like peptide 1 receptor (Homo sapiens), P43220 | hit rate 0.007% among 380,000 | Potency, µM (doses to about 45.6 µM), for inactives: at the highest dose activation, hits mostly activators | HEK293 GLP-1R CRE-luciferase, luminescence, 4-6 h; cells express a hypersensitive GLP-1R form; further: potency means the concentration at half of the fitted maximal effect; % of control where 0% means no effect
IL-2 act = qHTS of IL-2 Activators; IL-2 activation reporter assay, cell-based qHTS; stimulated with anti-CD3/CD4/CD28 beads; in transgenic mouse T cells; activation, % (series mostly up to about 46 µM); hit rate 0.065% among 360,000; in the data active means activation above about 50%; inconclusive means mostly about 30% to 49%; further: 0% is about no effect
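Using fluorescent plate cytometry, EGFP and DsRed are detected in transgenic mouse T cells stimulated 18 h at 37 degrees C with antibody-coated beads after 60 min compound pretreatment.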
PI5P4K alpha inh = qHTS for Inhibitors of phosphatidylinositol 5-phosphate 4-kinase (PI5P4K) | max response, % | hit rate 1.2% among 330,000 | PI5P4Kalpha enzyme, ADP-Glo luminescence, 60 min; active compounds read low; active means max response of -50% or lower; inconclusive means between -30% and -50%; inactive means -30% or higher; further: value at the top dose of about 77 µM; on the % scale 0 is the no-effect control and ±100 the full control effect
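Reactions run in 0.038 M HEPES pH 7.4, 0.28 mM EGTA, 0.1% CHAPS and 5% DMSO, with PI5P4Kalpha, substrate, compound and 5 microM ATP final, one hour at room temperature. Readout is ADP-Glo luminescence.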
D3 antag = qHTS of D3 Dopamine Receptor Antagonist: qHTS. D3R cells, DiscoveRx beta-arrestin luminescence, antagonist mode; active compounds read low. max response, negative = inhibition, %. D(3) dopamine receptor (Homo sapiens), P35462. hit rate 2.5% among 360,000; in the data active means max response below about -50%; inconclusive means no clear call, values can overlap the other calls; further: on the % scale 0 is the no-effect control and ±100 the full control effect; mostly tested at two doses, the higher about 12 µM
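Cells expressing the human receptor were seeded at 1500 cells/well, incubated overnight at 37 degrees C in 5% CO2, then exposed to library compounds with dopamine controls for 90 minutes at 37 degrees C before luminescent detection.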
GLP1R inv ag = qHTS of GLP-1 Receptor Inverse Agonists (Inhibition Mode) | HEK293 GLP-1R CRE-luciferase, luminescence, 24 h; GLP-1R form is constitutively active | Potency, µM (top dose mostly 38.3 µM), for inactives: at the highest dose activity change, negative = inhibition, hits mostly inhibitors | hit rate 1.6% among 410,000 | AID 624417, 2012; further: potency means the concentration at half of the fitted maximal effect; on the % scale 0 is the no-effect control and ±100 the full control effect; nearly all actives have a fitted effect of over 55% in size
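HEK293 cells stably co-expressing constitutively active GLP-1R and a cAMP-responsive luciferase reporter were seeded in DMEM with 10% Nu serum, given compounds after 12 h, and incubated 24 h at 37 deg C. Luminescence was then read.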
WRN inhibitor = qHTS for Inhibitors of WRN Helicase; Bifunctional 3'-5' exonuclease/ATP-dependent helicase WRN (Homo sapiens), Q14191; WRN helicase unwinding, fluorescent forked duplex, kinetic; Potency, µM (series often up to 114 µM), without a hit: top-dose activity change, negative = inhibition, most hits filed as inhibitors; hit rate 0.46% among 360,000; AID 651768, 2012; further: potency means the concentration at half of the fitted maximal effect; on the % scale 0 is the no-effect control and ±100 the full control effect; nearly all actives have a fitted effect of over 55% in size
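Enzyme (20 nM final) and test compound sit together 15 min at room temperature before substrate addition. Substrate is a single-forked duplex oligonucleotide (100 nM) labelled with fluorophore and quencher, with 2 mM ATP; helicase unwinding raises red fluorescence, read kinetically.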
DRD3 agonist = qHTS of D3 Dopamine Receptor Agonist: qHTS | D(3) dopamine receptor (Homo sapiens), P35462 | D3R DiscoveRx beta-arrestin cells, luminescence, 90 min | max activation, % | hit rate 0.58% among 410,000 | AID 652048, 2013; in the data active means max activation above about 30%; further: 0% is about no effect; mostly tested at two doses, the higher about 12 µM
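Agonist mode: compounds and dopamine controls were applied to plated cells for 90 min at 37 degrees C after an overnight attachment at 1500 cells/well. Luminescent read-out followed 30 - 60 minutes at room temperature with DiscoveRx detection reagent.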
The depositor's hits bear a star; ? = inconclusive; . = no result given; & = joins results of further samples; [ ] = dose if it differs, or a comment. Unless noted, the call rests on the fitted dose curve; in most records, active means well fitted curve in the direction sought with a large enough effect; inconclusive means small, poorly fitted or top-dose-only effect, or another doubt; inactive means no such curve, though single readings can be large; an effect the other way counts as inactive or inconclusive.

Sequence of screens: PLK1 PBD block, HEK293 tox, GLP1R ag, IL-2 act, PI5P4K alpha inh, D3 antag, GLP1R inv ag, WRN inhibitor, DRD3 agonist
N#Cc1cccc(NC(=O)Cn2cnc(S(=O)(=O)N3CCCCC3)c2)c1
  -10%, -4%, -2%, -3.2, -3, -6, 6%, -5%, -16
NC(=O)C(c1ccc(F)cc1)c1ccc(C(=O)c2ccccc2)cc1 (stereo unspecified)
  7%, -7%, -1%, -1.5, -2, -3, ?, -1%, -2
CSc1nc2ccc(S(=O)(=O)N(C)C)cc2s1
  -9%, 4%, -2%, -0.8, -2, 15, 27%, -8%, -6
Cc1cc(C)c2cc(CN(CCO)C(=O)Nc3ccc(F)cc3)c(=O)[nH]c2c1
  -2%, 9%, 7%, -0.4, 5, -5, -2%, -5%, 3
N#Cc1cc2cc(Cl)ccc2[nH]c1=O
  -5%, 11%, -4%, -0.2, -1, 0, 7%, -3%, -9
C=C(C)C(=O)Nc1cccc(C2=NOC3(C2)C[C@@H](C(N)=O)N(C(=O)[C@H]2CCC(=O)N2)C3)c1 (stereo partly specified)
  -12%, -9%, -1%, 0.9, 0, 34, 8%, 3%, 5
O=C1NN(c2ccccc2)C(=O)/C1=C/c1ccc(Sc2ccc(Cl)cc2)o1
  3µM*, -9%, -9%, -0.6, ?, 1, ?, ?, 4
COc1ccc2[nH]c(=O)c(C(c3nnnn3CC3CCCO3)N3CCc4ccccc4C3)cc2c1 (stereo unspecified)
  -5%, 2%, 1%, -2.3, ., 13, 1%, -1%, 1
c1ccc2c(c1)CCN(c1nc(CN3CCOCC3)nc3sc4c(c13)CCCC4)C2
  -14%, 4%, 21%, 0.3, -5, -24, 8.9µM*, -22%, -3
COc1ccc(CCNC(=O)c2cnn3c(C(F)F)cc(C)nc23)cc1OC
  2%, -3%, 21%, 1.5, -4, 22, 80%[activator], 6%, 13
Cc1oc2ncn(C)c(=O)c2c1C(=O)Nc1ccc(F)cc1
  ., 3%, 0%, ., ., ., 8%, ., 6
CCN(CCO)c1ccc(Nc2cc(-c3ccc(-c4ccccc4)cc3)ncn2)cc1
  -4%, -21%, 9%, 0.5, ?, 105, ?, -2%, 18
NS(=O)(=O)c1ccc(CCNC(=O)CCCn2ncn3c(cc4occc43)c2=O)cc1
  3%, -10%, -2%, -2.4, 2, 7, 6%, -1%, 0
CCOC(=O)C1CCCN(C(=O)c2cc3nc(-c4cccc(OC)c4)cc(C(F)(F)F)n3n2)C1 (stereo unspecified)
  -2%, -10%, -1%, -1.2, ., 50, 0%, -17%, 52*
CCCCC(=O)NC(c1ccco1)c1c(O)ccc2ccccc12 (stereo unspecified)
  -6%, -7%, -5%, 3.0, 1, 6, 8.9µM*, -5%, 1
CNC(=O)Nc1ccccc1C(=O)NCc1ccccc1
  1%, -1%, -2%, -2.3, 2, 20, 0%, -13%[57.1 µM], 6
O=C1C(C=NCc2cccnc2)=C(O)c2ccccc21
  -6%, 6%, -5%, -3.7, 0, 6, -1%, -15%, 9
CC(SC#N)C(=O)C12CC3CC(CC(C3)C1)C2 (stereo unspecified)
  ?, -26%, 0%, -2.4, 5, 0, ?, -7%, -5
C[C@@H](c1ccccc1)N1C[C@@H](COCc2ccccc2)Oc2cc(N3CCC[C@H]3C(N)=O)ccc2S1(=O)=O
  1%, -3%, 8%, 1.0, 5, -8, -7%, 2%, 1
Cc1ccc(OCC(=O)N/N=C/C=C/c2ccco2)cc1
  ?, ?, -1%, 1.3, -64*, -5, 74%[activator], -12%[11.6 µM], -1
CC(=O)NC(=S)Nc1cccc([N+](=O)[O-])c1
  1%, 0%, -1%, 1.3, -8, 5, 10%, -5%, 0
CCCn1c(NC(=O)CCS(=O)(=O)c2ccc(C)cc2)nc2ccccc21
  -22%, 7%, -10%, 2.2, -14, -6, 5%, -7%, -17
Cc1ccc(C(=O)c2sc3nsc(C)c3c2N)cc1
  0%, 48%[activator], 0%, 25, 34, -2, 1%, -16%, -6
Cc1ccc(C(=O)NCC(c2ccc(F)cc2)N2CCOCC2)cc1 (stereo unspecified)
  -1%, -2%, -4%, -2.2, -2, 0, -27%, -2%, -4
COc1cc2c(cc1OC)CN(C(=S)Nc1c(C)cccc1C)CC2
  -9%, 8%, -20%, 1.2, -2, 0, 16%, -32%, -4
Cc1cc(C)cc(N(CC(=O)NC2CCCC2)C(=O)CCC(=O)Nc2nc(C)cs2)c1
  -4%, -4%, 6%, -1.3, 1, 0, ?, -1%, 8
O=C(/C=C/c1cccnc1)c1ccc(F)c(F)c1
  -16%, -13%, 5%, -0.2, 1, -25, ?, -13%, -9
Cc1cc(Cl)ccc1OCCCC(=O)OCC(=O)c1c(N)n(C)c(=O)n(C)c1=O
  -8%, 4%, 0%, -4.3, 15, 2, 8%, -12%, 0
CSc1ccccc1-c1nnc(-c2ccc(C)cc2)o1
  -8%, 31%[activator], 10%, -1.4, 2, 7, 2%, -20%[57.1 µM], -1
CN1CC(c2ccccc2)C2(SC(=S)N(Cc3ccco3)C2=O)C12C(=O)Nc1ccccc12 (stereo unspecified)
  -3%, ?, -3%, -2.8, ., ?, ?, -13%, -28

Seven entries drawn at random from the list so far:
Sequence of screens: PLK1 PBD block, HEK293 tox, GLP1R ag, IL-2 act, PI5P4K alpha inh, D3 antag, GLP1R inv ag, WRN inhibitor, DRD3 agonist
CN1CC(c2ccccc2)C2(SC(=S)N(Cc3ccco3)C2=O)C12C(=O)Nc1ccccc12 (stereo unspecified)
  -3%, ?, -3%, -2.8, ., ?, ?, -13%, -28
C[C@@H](c1ccccc1)N1C[C@@H](COCc2ccccc2)Oc2cc(N3CCC[C@H]3C(N)=O)ccc2S1(=O)=O
  1%, -3%, 8%, 1.0, 5, -8, -7%, 2%, 1
CCCn1c(NC(=O)CCS(=O)(=O)c2ccc(C)cc2)nc2ccccc21
  -22%, 7%, -10%, 2.2, -14, -6, 5%, -7%, -17
CSc1ccccc1-c1nnc(-c2ccc(C)cc2)o1
  -8%, 31%[activator], 10%, -1.4, 2, 7, 2%, -20%[57.1 µM], -1
CC(=O)NC(=S)Nc1cccc([N+](=O)[O-])c1
  1%, 0%, -1%, 1.3, -8, 5, 10%, -5%, 0
Cc1cc(C)cc(N(CC(=O)NC2CCCC2)C(=O)CCC(=O)Nc2nc(C)cs2)c1
  -4%, -4%, 6%, -1.3, 1, 0, ?, -1%, 8
CNC(=O)Nc1ccccc1C(=O)NCc1ccccc1
  1%, -1%, -2%, -2.3, 2, 20, 0%, -13%[57.1 µM], 6

The results go on.
Sequence of screens: PLK1 PBD block, HEK293 tox, GLP1R ag, IL-2 act, PI5P4K alpha inh, D3 antag, GLP1R inv ag, WRN inhibitor, DRD3 agonist
CCCOC(=O)c1[nH]c2c(c1C)C(=O)CC(c1ccc(OC)c(OC)c1)C2 (stereo unspecified)
  -1%, -12%, 0%, 2.5, -2, 7, 25%, -3%, 6
O=C(Nc1ccc(S(=O)(=O)N2CCOCC2)cc1)C1CCN(S(=O)(=O)c2ccccc2)CC1
  -5%, 18%, 4%, -0.5, 3, -12, 4%, 9%, -10
CC(C)(C)n1nc2c(c1NC(=O)c1cc(Cl)ccc1[N+](=O)[O-])CS(=O)(=O)C2
  -1%, -18%, 1%, 0.4, -6, -5, 5%, 3%, -4
CCCNC(=O)Cn1c(-c2ccc(F)cc2)cc(C(=O)OCC)c1C
  -10%, -1%, 4%, 2.2, 0, 1, -17%, 0%, -14
CC(=O)c1cccc(CN2CCC(C(=O)Nc3ccc(-c4cccc(C)c4)cc3)CC2)c1
  9%, -27%, 16%, -4.1, 0, 0, ?, -8%, -8
CCO/N=C(/C)c1c(O)cc(C(C)(C)C)n(-c2ccccc2)c1=O
  -2%, 13%, 0%, -3.2, -2, -3, ?, 10%, 6
CCc1ccccc1OCC(=O)NCC1COc2ccccc2O1 (stereo unspecified)
  -12%, -3%, 21%, 0.0, 3, -11, ?, 3%, -4
COCC(=O)N(Cc1cc2cc(C)ccc2[nH]c1=O)c1ccc(C)c(C)c1
  11%, 1%, 0%, -0.2, 3, 6, 0%, 3%, 3
CN(Cc1ccccc1)C(=O)c1ccc(NC(=O)Cc2ccc(NC(=O)C3CCCN(C(=O)CCc4ccccc4)C3)cc2)cc1 (stereo unspecified)
  -3%, -6%, -4%, 0.1, -19, 5, ?, 4%, -20
Cc1onc(-c2ccccc2)c1C(=O)N1CCCN(C(=O)c2c(-c3ccccc3)noc2C)CC1
  5%&1%, -10%, -10%, 3.3, ., 27, 1%, 7%, -2
CCN(CC)C(=O)c1ncn(Cc2ccccc2)c1C(=O)N(CC)CC
  -12%, -14%, -1%, 4.7, -2, -4, 18%, -1%, 2
O=C(C(=O)N1CCc2ccccc2C1)c1cn(CC(=O)N2CCOCC2)c2ccccc12
  -6%, -17%, 0%, 0.7, -1, 0, 3%, 9%, 2
O=C(CS(=O)(=O)Cc1ccccc1)N1CCc2ccccc21
  -6%, -9%, -1%, -2.1, ., -25, 0%, 6%, -8
CCCCC(=O)N(CCOC)c1nnc(-c2ccc(OC)cc2)s1
  -13%, 4%, -12%, -0.1, 3, 5, ?, 3%, 2
Cc1cc(C)n2nc(SCc3ccccc3C(=O)O)nc2n1
  -7%, 18%, -3%, 0.3, -6, 4, 12%, -4%, -16
O=C(CN1C(=O)NC2(CCCc3ccccc32)C1=O)NCc1ccc(Cl)cc1Cl (stereo unspecified)
  -3%, 20%, -4%, -0.9, 2, -12, ?, -28%, 0
